Screening results: PubChem BioAssay, National Center for Advancing Translational Sciences (NCATS)
POLH inh: qHTS for Inhibitors of Polymerase Eta. DNA polymerase eta (Homo sapiens), Q9Y253. recombinant Pol eta, fluorescent DNA replication assay. Potency, µM (titrated, usually from 114 µM), for the others: at the top dose activity change, negative = inhibition, actives largely listed as inhibitors. 1.2% of 390,000 active. AID 588591, 2011; also: potency is read from the fitted curve at half-maximal effect; % is scaled to controls: 0 for no effect and ±100 for the full control effect
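Pol eta at 10 nM preincubated with compounds 15 min at room temperature; reaction started with fluorescent substrate (50 nM final) and read kinetically at 0 and 10 min.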
APEX1 inh: qHTS Assay for Inhibitors of the Human Apurinic/apyrimidinic Endonuclease 1 (APE1). recombinant APE1, TAMRA/BHQ-2 abasic DNA cleavage fluorescence. DNA repair nuclease/redox regulator APEX1 (Homo sapiens), P27695. 0.35% of 350,000 active. AID 2517, 2012. Potency, µM (titrated, usually from 65.8 µM), for inactives: top-dose activity change, negative = inhibition, actives largely listed as inhibitors;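 also: potency is read from the fitted curve at half-maximal effect; plate controls were vehicle for no effect and reference inhibitor for full effect; nearly all actives have a fitted effect of over 55% in size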
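APE1 at 0.75 nM preincubated 15 min at room temperature with compound. Reaction then started with 50 nM double-stranded THF-abasic substrate labelled with TAMRA/BHQ-2, and 525/598 nm fluorescence read kinetically. Activity taken as third-minus-first read difference, normalized to DMSO and NSC13755 controls.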
Glioma ERSR ind: qHTS for Inducers of the Endoplasmic Reticulum Stress Response (ERSR) in Human Glioma: qHTS | U87-MG GRP78 promoter luciferase reporter, 16 h | Potency, µM, without a hit: top-dose activation, actives largely listed as activators | 0.02% of 420,000 active; also: potency is read from the fitted curve at half-maximal effect; series mostly up to about 76 µM; % of control where 0% means no effect; nearly all actives have a fitted effect of over 35% in size
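Stably transfected U87-MG glioma cells carrying a GRP78-based luciferase sensor; 16 h compound incubation. Luminescence end-point read 10 min after Bright-Glo addition at room temperature.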
Apoferritin bind: qHTS Assay for Identification of Novel General Anesthetics; apoferritin/1-aminoanthracene competitive binding, fluorescence; Potency, µM (highest dose often 77.5 µM), without a hit: at the highest dose activity change, negative = displacement, most hits filed as inhibitors; 0.074% of 350,000 active; also: potency is read from the fitted curve at half-maximal effect; % is scaled to controls: 0 for no effect and ±100 for the full control effect; nearly all actives have a fitted effect of over 20% in size
Target sequence (P02791 2-175 limits assumed): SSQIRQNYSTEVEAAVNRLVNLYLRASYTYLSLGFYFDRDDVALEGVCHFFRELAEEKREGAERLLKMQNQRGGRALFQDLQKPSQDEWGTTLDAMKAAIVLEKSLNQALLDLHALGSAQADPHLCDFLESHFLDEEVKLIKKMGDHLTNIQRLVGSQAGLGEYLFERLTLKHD
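Apoferritin-based anesthetic binding model; compound displacement of fluorescent 1-AMA measured as endpoint fluorescence after 10 minutes at room temperature, scaled to free-ligand and complex controls.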
POLI inh: qHTS for Inhibitors of Polymerase Iota | DNA polymerase iota (Homo sapiens), Q9UNA4 | Pol iota fluorescent replication assay, 10 min | Potency, µM (titrated, usually from 115 µM), inactives show at the top dose activity, negative = inhibition, most hits filed as inhibitors | 1% of 390,000 active; also: potency is read from the fitted curve at half-maximal effect
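Pol iota at 10 nM preincubated 15 min with compounds at room temperature; reaction started with fluorescent substrate, 50 nM final. Fluorescence read kinetically at 0 and 10 min; buffer-only wells as negative control.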
BLM inh: qHTS Assay for Inhibitors of Bloom's syndrome helicase (BLM); recombinant BLM DNA unwinding, fluorescence dequenching; Potency, µM (top dose mostly 56.1 µM), for the others: top-dose activity change, negative = inhibition, usual class: inhibitors; 0.2% of 350,000 active;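 also: potency is read from the fitted curve at half-maximal effect; plate controls were vehicle for no effect and no enzyme for full effect; nearly all actives have a fitted effect of over 35% in size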
Pol beta inh: qHTS Assay for Inhibitors of DNA Polymerase Beta | Potency, µM (top dose mostly 114 µM), without a hit: at the highest dose activity change, negative = inhibition, hits mostly inhibitors | 1.3% of 340,000 active | Pol beta primer extension/strand displacement, fluorescence kinetic | P06746; also: potency is read from the fitted curve at half-maximal effect; % is scaled to controls: 0 for no effect and ±100 for the full control effect
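Curves were derived by four-parameter Hill fits of normalized qHTS data. The kinetic fluorescent primer-extension read was taken at 0 and 10 min after 50 nM substrate, following a 15 min room-temperature preincubation of 10 nM enzyme with compounds.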
LDHA inh: qHTS assay for inhibitors of human lactate dehydrogenase; L-lactate dehydrogenase A chain (Homo sapiens), P00338; purified LDHA, NADH/diaphorase-resazurin fluorescence; stronger effect = lower value; activity change, % (values are at about 110 or 230 µM); 0.15% of 480,000 active; AID 1347041, 2019; in the data active = activity change below about -30%; inconclusive = mostly about -25% to -30%;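 also: plate controls were DMSO wells for no effect and wells without enzyme for full effect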
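Resorufin fluorescence (ex540/em590), read at 0 and 20 min after diaphorase/resazurin addition, reports the NADH left after a 5 min room-temperature reaction of 2 nM human LDH5 with 0.06 mM NADH and 0.2 mM pyruvate.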
POLK inh: qHTS for Inhibitors of Polymerase Kappa. Potency, µM (doses to about 107 µM), without a hit: at the highest dose activity, negative = inhibition, most hits filed as inhibitors. 0.53% of 400,000 active. purified Pol kappa, fluorescent DNA synthesis assay, 10 min; also: potency is read from the fitted curve at half-maximal effect; % is scaled to controls: 0 for no effect and ±100 for the full control effect
Target sequence (Q9UBT6 whole entry, looked up): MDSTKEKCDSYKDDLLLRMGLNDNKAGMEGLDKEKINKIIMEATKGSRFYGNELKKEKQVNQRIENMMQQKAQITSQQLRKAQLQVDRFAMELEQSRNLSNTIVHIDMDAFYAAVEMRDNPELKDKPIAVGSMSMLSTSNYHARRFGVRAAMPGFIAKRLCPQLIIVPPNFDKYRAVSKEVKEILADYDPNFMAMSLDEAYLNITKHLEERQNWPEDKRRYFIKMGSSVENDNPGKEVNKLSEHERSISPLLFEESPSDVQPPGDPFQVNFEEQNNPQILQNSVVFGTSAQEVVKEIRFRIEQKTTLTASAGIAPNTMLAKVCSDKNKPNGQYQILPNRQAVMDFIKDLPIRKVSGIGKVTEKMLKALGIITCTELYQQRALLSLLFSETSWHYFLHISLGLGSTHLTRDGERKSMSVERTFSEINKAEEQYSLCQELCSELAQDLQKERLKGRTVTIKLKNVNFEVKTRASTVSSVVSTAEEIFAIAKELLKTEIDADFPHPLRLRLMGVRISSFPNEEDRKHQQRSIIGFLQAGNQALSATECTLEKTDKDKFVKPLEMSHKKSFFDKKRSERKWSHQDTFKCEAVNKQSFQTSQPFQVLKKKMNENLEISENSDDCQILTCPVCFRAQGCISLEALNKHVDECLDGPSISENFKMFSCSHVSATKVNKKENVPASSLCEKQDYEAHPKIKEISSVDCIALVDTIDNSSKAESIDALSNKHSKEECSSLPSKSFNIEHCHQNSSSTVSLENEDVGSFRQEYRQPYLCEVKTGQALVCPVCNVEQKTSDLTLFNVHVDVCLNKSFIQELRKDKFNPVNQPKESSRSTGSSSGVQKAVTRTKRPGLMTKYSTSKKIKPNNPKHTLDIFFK
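Kinetic fluorescence readout at 0 and 10 min followed reaction start with substrate at 50 nM final. Beforehand, enzyme (10 nM Pol kappa) stood 15 min with compound at room temperature; buffer-only wells were negative controls.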
Numbers without * were called inactive; ? = inconclusive; . = not tested or not shown; & = joins results of further samples; [ ] = another dose, or the depositor's remark. Unless noted, calls follow the shape of the dose curve; as a rule, active = well fitted curve in the direction sought with a large enough effect; inconclusive = small, poorly fitted or top-dose-only effect, or another doubt; inactive = no such curve, though single readings can be large; an effect the other way counts as inactive or inconclusive.

SMILES	POLH inh	APEX1 inh	Glioma ERSR ind	Apoferritin bind	POLI inh	BLM inh	Pol beta inh	LDHA inh	POLK inh
CC(Oc1ccccc1F)C(=O)NN (stereo unspecified)	-14%	0%	-1%	3%	-11%	-2%	18%	-2	-6%
Cn1c(=O)n(C)c2cc(S(=O)(=O)Nc3ccc(F)cc3)ccc21	3%	19%	-1%	-5%	85%[activator]	2%	22%	-2	-5%
Cc1cc(C)c(NC(=O)C(C)n2nc(C)c3sc4ccccc4c3c2=O)c(C)c1 (stereo unspecified)	-13%	.	-4%	-6%	-5%	-8%	29%	-7	-11%
CCOC(=O)C1CCCN(C(=O)Cn2ncc3c(C)n(Cc4ccccc4F)c(C)c3c2=O)C1 (stereo unspecified)	-10%	.	1%	2%	38%[activator]	-4%	-1%	2	-18%
CCOC(=O)c1sc2nc(C(C)C)c3c(c2c1N)CCC3	-27%	0%	-3%	3%	17%	-3%	-7%	2	-11%
Cc1ccc(C)c(CN2CCC(CNC(=O)Nc3ccc(F)c(Cl)c3)CC2)c1	-18%	-3%	-5%	-11%	-14%	-10%	15%	-7	-17%
CC(=O)N(Cc1ccc(Cl)cc1)c1cnccn1	-1%	65%	-5%	-7%	-4%	-3%	1%	-9	-2%
CCCNC(=O)N1CCC(C(=O)c2ccc(F)cc2)CC1	-10%	14%	-5%	-8%	15%	-3%	34%	0	3%
O=C(CCCCC(=O)Nc1ccccc1)Nc1ccccc1	-2%	10%	-3%	-4%	0%	-2%	-16%	-4	-14%
CN(Cc1ccccc1)C(=O)COC(=O)c1cc(Cl)nc(Cl)c1	-8%	-1%	-8%	-22%	48%[activator]	0%	3%	-16	-5%
COc1ccccc1CNc1cc(-c2ccccc2Cl)ncn1	.	-2%	-2%	.	.	-5%	.	.	8%[60.1 µM]
COC(=O)c1c(C)c(C)nc(N)c1C#N	-3%	-1%	-3%	269%[activator]	14%	4%	30%	-4	2%
O=[N+]([O-])c1cccc(S(=O)(=O)NCCCN2CCOCC2)c1	-26%	3%	-1%	-16%	12%	0%	-3%	1	-5%
Cc1cc(SCC(=O)Nc2ccccc2C)nc(C)n1	1%	-2%	-2%	-11%	5%	-1%	11%	-4	-21%
O=C(NCCS(=O)(=O)N1CCc2ccccc2C1)c1ccccc1	-18%	-10%	-3%	.	7%	.	.	-2	-2%
O=C(Nc1ccccn1)C1CCN(S(=O)(=O)c2ccc3c(c2)OCCO3)CC1	-6%	8%	0%	.	-10%	.	.	-11	-2%
COC(=O)c1ccc([C@H]2CC(=O)O2)cc1	4%	7%	-3%	-10%	-7%	-2%	61%	-13	-9%
Cc1nc2ccc([N+](=O)[O-])cc2c(=O)n1Cc1ccc(F)cc1	-16%	-5%	-4%	-6%	137%[activator]	-4%	?	-2	-8%
CC(NC(=O)c1ccco1)C(c1cccs1)N1CCOCC1 (stereo unspecified)	-20%	-3%	-3%	0%	16%	3%	10%	-1	0%
O=C(OCC(=O)N1CCN(C(=O)c2ccco2)CC1)c1cccc(F)c1	1%	0%	8%	.	10%	.	.	-2	-11%
CCCOc1ccc(OCCSc2ncccn2)cc1	-7%	-2%	-5%	-1%	-2%	-10%	0%	-4	-2%
Cc1oc(-c2cccc(Cl)c2)nc1CN1CCC(C(=O)NCCCN2CC(C)CC(C)C2)CC1 (stereo unspecified)	-24%	14%	-4%	0%	25%	-2%	37%	-7	0%
COc1ccc2cc(Br)ccc2c1CC(=O)NCC1CCCO1 (stereo unspecified)	-3%	4%	1%	-9%	18%	-3%	-20%	2	13%
COc1ccc(/C=C/C(=O)N2CCN(S(=O)(=O)/C=C/c3ccccc3)CC2)cc1OC	?	1%	-2%	5%	8%	-9%	7%	-8	-2%
O=C(NCc1ccco1)C1CCN(S(=O)(=O)c2cccc([N+](=O)[O-])c2)CC1	-10%	21%	-6%	-7%	31%[activator]	-6%	12%	-3	-2%

Next results.
SMILES	POLH inh	APEX1 inh	Glioma ERSR ind	Apoferritin bind	POLI inh	BLM inh	Pol beta inh	LDHA inh	POLK inh
CCCOc1c(OC)cccc1C1CC(=O)Nc2cc3c(cc21)OCCO3 (stereo unspecified)	-22%	-2%	-9%	?	4%	-1%	?	-2	-11%
CCCOc1ccccc1Cn1c(=O)sc2ccccc21	-3%	.	1%	-5%	5%	-7%	7%	-2	0%
Cc1cc(C)cc(NC(=O)c2cc(S(=O)(=O)N3CCOCC3)cn2C)c1	-27%	.	-2%	0%	29%	-3%	-15%	-2	-6%
CCOC(=O)CN(C)C(=O)C1CCCN1C(=O)OC(C)(C)C (stereo unspecified)	-7%	-1%	-2%&0%	-6%	-1%&29%	3%	.	-3	5%&15%
O=C(COC(=O)c1ccc([N+](=O)[O-])s1)NC(=O)NCc1ccccc1	-7%	?	-4%	?	?	-13%	7.9µM*	-11	-19%
O=C(NCc1ccncc1)C(=O)NC1CC1	-9%	-5%	-3%	-5%	15%	-3%	-21%	-5	-9%
O=C(C1Cc2ccccc2O1)N1CCCCC1 (stereo unspecified)	-8%	-2%	-2%	?	?	-3%	6%	1	-5%
Oc1ccc(/C=N/Nc2ccnc3cc(Cl)ccc23)cc1O	?	?	-15%	-12%	?	28µM*	?	-2	0%
CCOC(=O)C1=C(O)/C(=C/c2ccc(OCC(=O)Nc3ccc(C)cc3)cc2)N=C1C	0%	1%	3%	-21%	22%	-7%	-30%	-8	3%
CC(OC(=O)CSc1ccc([N+](=O)[O-])cc1)C(=O)NC1CC1 (stereo unspecified)	-2%	-1%	-3%	.	10%	.	.	-7	-9%
CCN(CC)C(=O)CN1C(=O)C2(NC(=O)c3ccccc3N2)c2ccccc21 (stereo unspecified)	-22%	15%	2%	-4%	24%	-1%	24%	-7	6%
CCCC/C=C/[C@H](c1ccccc1)[C@H](CO)Cc1cnc2ccccc2c1	.	27%	-3%	-11%	-20%	-10%	.	.	-12%
COc1cccc(OCC(O)CN2CCOCC2)c1 (stereo unspecified)	-16%	2%	-5%	-8%	13%	3%	33%	-5	0%
Cc1sc2nc3n(c(=O)c2c1C)Cc1ccccc1-3	.	1%	.	-3%	.	1%	12%	.	.
NC(=O)C1(N2CCCCC2)CCN(C(=O)c2ccc(C#Cc3ccccc3)o2)CC1	-21%	-1%	0%	?	2%	-7%	2%	-2	-16%
COc1ccc(CNS(=O)(=O)c2ccc3c(c2)N(C)CCO3)cc1	-4%	11%	-8%	-12%	5%	-3%	0%	-2	-12%
Cc1cc2[nH]c(=O)cc(-c3ccccc3)n2n1	-4%	28%	-3%	0%	-7%	1%	-9%	-1	-23%
Cc1ccc(NC(=O)CSc2nnc(Cn3cnc4ccccc43)o2)c(C)c1	-1%	-3%	-7%	-3%	6%	3%	40%	-5	-4%
O=C(OCC(=O)N1CCCC1=O)c1cc(Cl)ccc1O	-20%	14%	-3%	.	4%	.	.	-3	-31%
N#CCSc1nc(-c2ccccc2)c2cc(Cl)ccc2n1	-21%	0%	-4%	-11%	21%	2%	27%	-6	-6%
O=C1c2cnccc2CN1Cc1ccccc1	-11%	1%	-6%	-9%	31%[activator]	-4%	39%	-3	-9%
O=C(O)c1ccccc1CSc1ccccn1	-24%	-1%	9%	-3%	43%[activator]	-5%	6%	-7	5%
Cc1ccc(-c2nc3scc(CCNS(=O)(=O)c4c(C)noc4C)n3n2)cc1	-11%	.	-3%	59%[activator]	?	-1%	-11%	1	-14%[60.1 µM]
CS(=O)(=O)N1CCC2(CC1)CN(Cc1ccccc1)C2	.	3%	-3%	.	.	2%	.	.	-8%[60.1 µM]
CCN(CC)CC(=O)Nc1ccc(-c2ccc(NC(=O)CN(CC)CC)c(OC)c2)cc1OC	-17%	-2%	2%	-4%	90%[activator]	1%	6%	-2	4%

Additional results.
SMILES	POLH inh	APEX1 inh	Glioma ERSR ind	Apoferritin bind	POLI inh	BLM inh	Pol beta inh	LDHA inh	POLK inh
CNC(=O)Cn1cc(S(=O)(=O)Cc2ccccc2F)c2ccccc21	-13%	.	-2%	4%	22%	1%	0%	-12	-7%
CN(C)/C=N/C(=S)Nc1cc(Cl)cc(Cl)c1	-16%	6%	-2%	-9%	102%[activator]	9%	1%	-1	8%
CCOC(=O)N1CCN=C1SCc1ccc(Cl)c(Cl)c1	8%	-4%	-4%	-16%	99%[activator]	-1%	15%	0	-17%
CCC(Oc1ccccc1)C(=O)Nc1ccc(S(=O)(=O)NCC2CCCO2)cc1 (stereo unspecified)	-10%	-5%	-1%	-8%	7%	-3%	9%	-2	-6%
Cc1ccc(NC(=O)CCS(=O)(=O)c2ccccc2)cc1S(=O)(=O)N1CCCCCC1	-7%	15%	1%	.	13%	.	.	-5	-8%
C=CCNC(=O)CSc1nc2cc(C(=O)OCC)ccc2n1CC	-3%	-6%	-4%	-14%	30%	2%	3%	-1	0%
C=CCn1c(-c2cccn(Cc3ccc(Cl)cc3Cl)c2=O)n[nH]c1=S	-11%	0%	-2%	-14%	11%	-3%	20%	-10	-12%

Individual results from the entries so far.
LDHA inh with CCN(CC)CC(=O)Nc1ccc(-c2ccc(NC(=O)CN(CC)CC)c(OC)c2)cc1OC → -2
BLM inh with Cn1c(=O)n(C)c2cc(S(=O)(=O)Nc3ccc(F)cc3)ccc21 → 2%

Compound profiles, as listed above:
`CCOC(=O)N1CCN=C1SCc1ccc(Cl)c(Cl)c1` reads POLH inh = 8%; APEX1 inh = -4%; Glioma ERSR ind = -4%; Apoferritin bind = -16%; POLI inh = 99%[activator]; BLM inh = -1%; Pol beta inh = 15%; LDHA inh = 0; POLK inh = -17%
`C=CCn1c(-c2cccn(Cc3ccc(Cl)cc3Cl)c2=O)n[nH]c1=S` reads POLH inh = -11%; APEX1 inh = 0%; Glioma ERSR ind = -2%; Apoferritin bind = -14%; POLI inh = 11%; BLM inh = -3%; Pol beta inh = 20%; LDHA inh = -10; POLK inh = -12%

Not all compounds are listed; the hit share may differ from the screen's.
